High-throughput results: PubChem BioAssay, several laboratories
HSF-1 act: increases HSF-1 driven luciferase reporter signal; 300,000 tested, 1.7% active; activation, % at 9 µM; NIH3T3-HGL HSF-1 luciferase reporter, MG132, 8 h; 100% = twice DMSO control signal;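 active = mean replicate activation of at least 50% with a set share of replicates each reaching 50%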;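 note: 0% = median of the neutral control wells and 100% = twice that signal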
SKKanGAS inh: inhibitors of SKKanGAS S. pyogenes growth in kanamycin (SK-promoter or general growth effect); BacTiter-Glo, 6 h; inhibition, % at 7.5 µM; 300,000 tested, 1.3% active;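 active = mean replicate score, as percent of positive control median, at least 50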;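 note: strain carries kanamycin resistance gene driven by streptokinase promoter and grows in 40 µg/ml kanamycin; loss of luminescence reflects streptokinase promoter inhibition or plain growth inhibition; 0% = median of DMSO wells and 100% = positive control at its reference dose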
HSP90 inh: HSP90 refolding inhibition in rabbit reticulocyte lysate; luciferase refolding luminescence, 3 h; inhibition, % at 5.6 µM; 290,000 tested, 0.91% active;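 active = inhibition above the screen-wide mean plus 3 SD, computed separately per campaign, cut at about 16% in these data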;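 note: 0% = DMSO wells and 100% = 60 µM geldanamycin wells; inhibitors lower the luminescence because luciferase stays unfolded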
aSyn 5UTR inh: 5' untranslated region of α-synuclein, MLPCN primary screen. 300,000 tested, 0.82% active. inhibition, % (tested at 7.5 µM). alpha-synuclein 5'UTR reporter, inhibitor activity. AID 1813; in the data active = inhibition above about 60%;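 note: H4 neuroglioblastoma cells stably carrying SNCA 5'UTR luciferase fusion; 0% = DMSO wells and 100% = positive control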
HIF act: HIF pathway transcriptional activation | U2OS HRE-luciferase reporter, luminescence; normalized: DMSO 0%, desferrioxamine 100% | activation, % at 7.5 µM (by protocol) | 300,000 tested, 0.32% active;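 active = mean activation of at least 10% of the iron chelator positive control signal, with at least half of replicates also reaching 10%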
AI-2 QS modul: modulates the Vibrio harveyi AI-2 quorum sensing system | Vibrio harveyi JMH597 AI-2 luminescence/OD600 ratio, 9 h; active compounds read low; strain lacks LuxN and CqsS sensors; 0 = neutral-control median | activity change, % at 7.5 µM | 300,000 tested, 0.4% active; in the data active = activity change below about -75%, passing the limit was not always enough;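 note: luminescence divided by OD600 gain over 9 h not by final OD600 alone; inactives centre near 13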
KLF5 inhibitor: suppresses KLF5 promoter-driven expression | 290,000 tested, 0.23% active | DLD-1 KLF5 promoter-luciferase reporter, luminescence | inhibition, % at 5 µM | AID 1700;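 active = inhibition above a per-plate limit of that plate's mean compound inhibition plus 3 SD, cut at about 60% in these data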;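 note: 0% = DMSO wells and 100% = LY294002 at 200 µM; higher means less KLF5 promoter-driven luciferase light; inactives centre near -14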
Platelet DG rel: platelet dense granule release activity; 300,000 tested, 0.22% active; inhibition, %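 (compounds screened at 7.5 µM in platelet-rich plasma)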; human platelet-rich plasma, SFLLRN dense granule ATP release, luminescence;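 active = mean replicate score, as percent of positive control, at or above 50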
HSF1 inhib: HSF1 inhibition; AID 2098; activity change, negative = inhibition, % at 7.5 µM (by protocol); 300,000 tested, 0.77% active; NIH3T3-HGL HSE-luciferase, MG132-induced, luminescence 8 h; active compounds read low;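 active = more than half of replicate wells show activity change below -50%, luminescence cut by over half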;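 note: luciferase reports HSF-1 transcriptional activity via heat shock element; 0% = median of DMSO wells and -100% = zero luminescence signal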
IEC-6 tox: IEC-6 cytotoxicity, counter-screen for KLF5 inhibitors; luminescence viability; 290,000 tested, 0.78% active; inhibition, % at 5 µM; AID 1825; in the data active = inhibition above about 22%;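 note: 0% = plate median of test compound wells and 100% = cytotoxic reference compound wells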
* hit, by the source's call; nt = no result given.

Structure,HSF-1 act,SKKanGAS inh,HSP90 inh,aSyn 5UTR inh,HIF act,AI-2 QS modul,KLF5 inhibitor,Platelet DG rel,HSF1 inhib,IEC-6 tox
O=C1CC(=O)N(c2ccccc2)C(=O)N1c1ccccc1,32,-3,1,-9,3.0,15,-37,-6,12,0
CCN(CC)CCCNC(=O)c1c(O)c2ccccc2n(Cc2ccccc2)c1=O,7,2,3,-43,-0.2,19,6,5,-3,-8
CCC(C)NC(=O)c1c(N)n(Cc2ccc3c(c2)OCO3)c2nc3ccccc3nc12 (stereo unspecified),-17,14,-1,11,0.1,20,-2,6,5,2
S=c1[nH]c2ccccc2[nH]1,6,-13,2,-12,-0.4,14,0,3,6,-1
O=C(Nc1ccc(Cl)c(Cl)c1)c1ccco1,-1,4,-2,-170,4.4,10,-145,4,10,7
Cc1ccsc1C(=O)C1CCCN(Cc2sc(N(C)C)nc2Cl)C1 (stereo unspecified),22,0,5,0,0.0,7,-27,-2,7,-2
COc1ccc(CCNCc2sccc2C)cc1OC,16,-14,0,-11,-0.7,3,-11,14,-1,2
CCOP(=O)(OCC)C(NC(=O)c1cccc(C)c1)C(Cl)(Cl)Cl (stereo unspecified),13,-4,-4,-14,0.9,17,-20,1,-3,-2
CCCCOP(=O)(OCCCC)/C(C#N)=C(/C)O,21,6,6,7,-0.1,10,-18,-3,8,-1
O=C(NC(c1ccc(Cl)cc1)P(=O)(Oc1ccccc1)Oc1ccccc1)OCc1ccccc1 (stereo unspecified),-9,6,2,-2,-0.6,12,0,-6,0,1
O=C1NC(=O)N(CCc2ccc(F)cc2)C(=O)/C1=C/C=C/c1ccccc1,196*,-9,3,-115,0.4,19,-18,6,131,-4
CCOC(=O)C(O)(c1ccc(NC(=O)NC)cc1)C(F)(F)F (stereo unspecified),-6,-8,3,3,0.0,13,3,-10,-2,0
Cc1ccc(CNCCc2ccc(F)cc2)s1,3,4,-1,-2,-0.6,29,-22,3,-4,2
O=c1[nH]c(=O)n(-c2ccc(F)cc2)c(O)c1C=NCCN1CCCCC1,-10,6,0,1,-1.2,29,10,-6,1,-1
Cc1nc2ccccc2c(=O)n1-c1ccc(Cl)cc1Cl,6,3,1,3,-0.8,-6,-34,6,2,-5
O=C(COc1ccccc1Cl)N1CCCC(N2CCN(c3ccc(F)cc3)CC2)C1 (stereo unspecified),23,0,-4,2,-0.2,20,-37,-4,11,-12
CCOC(=O)c1ccc2c(c1)n(Cc1ccccc1)c(C)[n+]2CC,-1,1,-1,32,-0.1,33,-20,1,-1,-5
CC(C)(C)C(=O)OC[N+](C)(C)CCOC(=O)C(O)(c1ccccc1)C1CCCC1 (stereo unspecified),-21,-2,0,12,-0.3,12,-19,20,-7,-2
CCOC(=O)C1C(=O)N(C)C2(C)CC1c1ccccc1O2 (stereo unspecified),-1,-6,-1,13,-1.1,18,5,1,-4,3
CC(=NC1CCN(Cc2ccccc2)CC1)c1c(O)n(C)c(=O)n(C)c1=O,1,0,0,18,-0.8,18,-9,1,4,-5
O=c1c2ccccc2ncn1-c1ccc([N+](=O)[O-])c(C(F)(F)F)c1,1,7,-1,-18,-0.2,26,-44,2,-1,6
CN1C(=O)C(=Cc2ccc(N3CCOCC3)o2)C(=O)N(C)C1=O,-12,7,2,0,0.3,7,-6,-1,-4,13
CCOc1cc(C2C(C#N)=C(N)Oc3c2c(=O)oc2ccccc32)ccc1OC(=O)c1cccs1 (stereo unspecified),7,28,-1,-7,0.1,29,-21,8,8,-2
Cn1c(O)c(/C=N/N2CCOCC2)c(=O)[nH]c1=S,0,-2,1,2,0.2,8,10,-11,2,3
Cc1ccc2c(c1)C1CN(C)CCC1N2C(=O)c1cccnc1Cl (stereo unspecified),4,-13,-5,22,0.2,0,-31,3,-3,-5
O=C1NC(=O)C(=C/C=C/c2coc3ccc(Br)cc3c2=O)C(=O)N1,-7,11,4,2,-0.2,23,0,-2,7,-4
NC(Cc1nc2ccccc2[nH]1)c1ccc(Cl)cc1 (stereo unspecified),88*,7,0,-167,6.9,18,-133,-18,65,6
CCOC(=O)c1ccc(NC(=O)N2C[C@@H]3C[C@@H](C2)c2cccc(=O)n2C3)cc1,-5,2,0,-5,0.1,26,-5,0,-5,4
Cn1cccc1CN1CCN(C(=O)COc2ccccc2)CC1,-2,2,-3,-10,-0.2,12,-14,1,4,-6
COc1cc(CNCCc2ccc3c(c2)OCO3)ccc1O,-5,5,-1,-10,-3.8,15,-4,4,2,4
O=C1c2ccccc2C(=O)N1Cc1nc2ccccc2c(=O)n1-c1ccc(Br)cn1,-13,8,2,25,0.0,18,-14,3,-2,-2
CCOP(=O)(Cc1cc(C(=O)CC)c(C)o1)OCC,28,8,0,6,-0.4,29,-2,4,2,5
CCOC(=O)C(O)(c1ccc(NC(=S)NC(=O)c2ccc(Cl)cc2Cl)cc1)C(F)(F)F (stereo unspecified),-14,29,3,-25,-0.5,20,-1,-1,-10,8
Cc1c(C(=O)C(=O)N2CCC3(CC2)OCCO3)c2ccccc2n1C,25,6,-1,13,0.5,-2,-33,-1,4,-6
O=C1/C(=C/c2cccnc2)N2CCC1CC2,0,-1,2,1,-0.4,19,-23,-1,-2,4
CCCC[N+]12CCC(CC1)C(Cc1ccccc1)C2 (stereo unspecified),11,3,-3,23,0.2,33,8,4,2,0

Next part; it opens with the 3 that closed the last part.
Structure,HSF-1 act,SKKanGAS inh,HSP90 inh,aSyn 5UTR inh,HIF act,AI-2 QS modul,KLF5 inhibitor,Platelet DG rel,HSF1 inhib,IEC-6 tox
Cc1c(C(=O)C(=O)N2CCC3(CC2)OCCO3)c2ccccc2n1C,25,6,-1,13,0.5,-2,-33,-1,4,-6
O=C1/C(=C/c2cccnc2)N2CCC1CC2,0,-1,2,1,-0.4,19,-23,-1,-2,4
CCCC[N+]12CCC(CC1)C(Cc1ccccc1)C2 (stereo unspecified),11,3,-3,23,0.2,33,8,4,2,0
CN1CCN(C(=O)COc2ccc(C(C)(C)C)cc2Br)CC1,6,17,2,-24,-42,32,-40,-5,8,1
Cc1ccc(Cn2nnnc2CN2CCC(n3nnc4ccccc43)CC2)cc1,38,0,0,3,-1.7,26,-36,1,13,5
O=c1[nH]c(=O)n(CCC2=CCCCC2)c(O)c1/C=N/Nc1cccc2ccccc12,25,13,3,10,-0.5,5,24,6,-5,-4
c1ccc(CN2CCN(Cc3ccc4c(c3)OCCO4)CC2)cc1,4,6,1,1,-0.1,21,-39,0,2,7
O=C1C2CCCN2C(c2ccc(Cl)cc2)N1c1ccccn1 (stereo unspecified),5,-1,0,-10,0.2,19,5,-1,-1,-1
COc1cc(C)c(CN2CCN(c3ccccc3)CC2)cc1C,-8,-1,6,17,-0.3,8,-31,2,-1,-5
COc1ccc(CNC(=O)CCC(=O)N2C[C@H]3C[C@H](C2)c2cccc(=O)n2C3)cc1,-4,2,-3,7,0.2,30,-5,0,1,-4
O=c1[nH]c(=S)[nH]c(O)c1/C=C1/C=c2ccccc2=N1,9,0,2,21,0.8,28,-11,-15,2,2
COC(=O)c1ccccc1N=Cc1c(O)[nH]c(=O)[nH]c1=O,2,-1,-1,-1,0.6,-8,4,0,-7,3
Cc1nc2sccc2c(=O)n1-c1ccccc1Cl,0,-2,-1,-2,-0.3,3,-11,-2,-5,-7
COc1cc(CNCCc2c[nH]c3ccccc23)cc(OC)c1,6,0,2,9,0.8,17,-19,7,1,-3
CC1(C)N2CC3([N+](=O)[O-])CN1CC([N+](=O)[O-])(C2)C3,-14,2,-5,22,-0.5,11,-39,-1,-5,-4

5 compounds out of the list, arranged by heavy-atom count, descending:
Structure,HSF-1 act,SKKanGAS inh,HSP90 inh,aSyn 5UTR inh,HIF act,AI-2 QS modul,KLF5 inhibitor,Platelet DG rel,HSF1 inhib,IEC-6 tox
O=C(NC(c1ccc(Cl)cc1)P(=O)(Oc1ccccc1)Oc1ccccc1)OCc1ccccc1 (stereo unspecified),-9,6,2,-2,-0.6,12,0,-6,0,1
Cc1c(C(=O)C(=O)N2CCC3(CC2)OCCO3)c2ccccc2n1C,25,6,-1,13,0.5,-2,-33,-1,4,-6
c1ccc(CN2CCN(Cc3ccc4c(c3)OCCO4)CC2)cc1,4,6,1,1,-0.1,21,-39,0,2,7
COc1cc(C)c(CN2CCN(c3ccccc3)CC2)cc1C,-8,-1,6,17,-0.3,8,-31,2,-1,-5
O=C(Nc1ccc(Cl)c(Cl)c1)c1ccco1,-1,4,-2,-170,4.4,10,-145,4,10,7

Following part
Structure,HSF-1 act,SKKanGAS inh,HSP90 inh,aSyn 5UTR inh,HIF act,AI-2 QS modul,KLF5 inhibitor,Platelet DG rel,HSF1 inhib,IEC-6 tox
COc1ccc(SCC2CN(C)CCC2c2ccc(F)cc2)cc1 (stereo unspecified),67*,-3,nt,-19,0.2,17,nt,-1,34,nt
NC(N)=N/N=C/c1ccc(N(c2ccccc2)c2ccccc2)cc1,30,105*,4,138*,-3.0,16,-47,-3,8,0
CC(C)c1ccc(N2C(=O)NC(=O)/C(=C/c3cnc(-c4ccccc4)nc3)C2=O)cc1,3,-3,-1,-3,0.4,19,-7,7,-5,-3
O=C(c1ccc(F)cc1)N1CCC2(CC1)OCCO2,18,-12,-6,10,-2.3,-12,-22,1,9,-6
CC12CCC3C(CC=C4CC(O)CCC43C)C1C/C(=C\c1ccccc1F)C2=O (stereo unspecified),1,43,1,29,0.1,19,0,15,2,3
CC(=O)O[C@@]12CO[C@@H]1C[C@H](O)[C@@]1(C)C(=O)[C@H](O)C3=C(C)[C@@H](O)C[C@@](O)([C@@H](OC(=O)c4ccccc4)C12)C3(C)C (stereo partly specified),-4,-4,-3,30,-0.1,17,-9,-2,-5,6

A portion of the library; count on the stated rates, not on these rows.
